Bioassay records deposited in PubChem by Sanford-Burnham Center for Chemical Genomics.
MPTP block: blocks calcium-induced mitochondrial swelling. isolated mouse mitochondria, Ca2+ swelling absorbance, 30 min. inhibition, % at 10 µM. 360,000 compounds, 1.4% hits. AID 602449;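 active means inhibition of 50% or more, scaled per plate between neutral and stimulator controls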;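 further: 0% = DMSO wells given calcium and 100% = 1 mM EGTA wells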
MIN6 prolif: induces beta-cell replication in MIN6 cells. MIN6 cells proliferation, ATPlite luminescence, 48 h; cells starved in 0.2% serum; 100% = growth in 10% serum. proliferation, % at 10 µM. 330,000 compounds, 0.29% hits;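 active means compounds whose signal lies at least 3.5 SD above the mean of all wells on their plate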;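 further: 0% = DMSO-treated cells in low-serum medium and 100% = 10% serum control; some compounds called inactive have numbers as strong as hits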
mIAP block: blocks mouse intestinal alkaline phosphatase; inhibition, % at 10 µM; purified mouse IAP, CDP-Star luminescence, 30 min; AID 2806; 330,000 compounds, 0.2% hits;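 active means inhibition of at least 40% at 10 µM in the primary screen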;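 further: plate controls were DMSO with enzyme for no effect and no enzyme wells for full effect; values of inactives mirror those of a sister screen read the other way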
ATG4B inh: ATG4B (human) cysteine protease inhibition. AID 504462. Q9Y4P1. 340,000 compounds, 0.51% hits. inhibition, % at 8.33 µM. ATG4B cleavage of LC3-PLA2, NBD-HPC fluorescence, 1 h; in the data active means inhibition above about 40%
Target sequence (Q9Y4P1 whole entry, looked up): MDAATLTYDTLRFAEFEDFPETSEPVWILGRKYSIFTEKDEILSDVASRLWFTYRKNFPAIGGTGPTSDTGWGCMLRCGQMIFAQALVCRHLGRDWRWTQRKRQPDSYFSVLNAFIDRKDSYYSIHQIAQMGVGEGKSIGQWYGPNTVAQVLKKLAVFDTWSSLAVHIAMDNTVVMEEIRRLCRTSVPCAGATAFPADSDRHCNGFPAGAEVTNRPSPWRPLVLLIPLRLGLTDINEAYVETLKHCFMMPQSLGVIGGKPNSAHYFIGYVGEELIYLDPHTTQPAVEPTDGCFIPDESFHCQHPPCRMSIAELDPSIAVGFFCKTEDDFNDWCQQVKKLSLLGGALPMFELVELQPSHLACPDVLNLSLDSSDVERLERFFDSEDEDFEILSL
hIAP inh: blocks human intestinal alkaline phosphatase; P09923; purified IAP, CDP-Star luminescence, 30 min; inhibition, % at 10 µM; 330,000 compounds, 0.12% hits; AID 2544;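 active means inhibition reaching a set limit with compound at 10 µM in the primary screen, cut at about 35% in these data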;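 further: plate controls were DMSO wells with enzyme for no effect and no-enzyme buffer wells for full effect; values of inactives mirror those of a sister screen read the other way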
Target sequence (P09923 whole entry, looked up): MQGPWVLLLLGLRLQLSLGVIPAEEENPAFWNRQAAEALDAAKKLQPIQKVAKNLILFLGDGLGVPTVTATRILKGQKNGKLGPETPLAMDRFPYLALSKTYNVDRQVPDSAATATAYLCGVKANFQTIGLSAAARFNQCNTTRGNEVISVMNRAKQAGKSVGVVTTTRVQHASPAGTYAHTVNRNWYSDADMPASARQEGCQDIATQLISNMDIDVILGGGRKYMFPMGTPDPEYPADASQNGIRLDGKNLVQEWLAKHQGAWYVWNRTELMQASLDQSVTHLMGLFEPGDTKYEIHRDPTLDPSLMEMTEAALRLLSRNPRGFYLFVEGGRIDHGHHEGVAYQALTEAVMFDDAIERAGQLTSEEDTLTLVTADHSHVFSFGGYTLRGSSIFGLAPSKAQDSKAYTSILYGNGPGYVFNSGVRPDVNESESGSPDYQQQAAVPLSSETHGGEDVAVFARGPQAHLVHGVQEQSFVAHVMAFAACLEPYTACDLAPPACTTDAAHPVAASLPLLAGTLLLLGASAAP
hIAP activ: increases human intestinal alkaline phosphatase activity. purified human IAP, CDP-Star luminescence, 30 min; stronger effect = higher value; 1 = vehicle-only enzyme, 0 = enzyme-free background. activation factor at 10 µM. 330,000 compounds, 0.16% hits. AID 2524. P09923;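 active means activation factor of the enzyme at least 2-fold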; further: the source names both 10 and 20 µM as test concentration; values of inactives mirror those of a sister screen read the other way
APOBEC3G inh: APOBEC3G (human) deaminase inhibition | Q9HC16 | recombinant A3G, ssDNA deamination FAM/TAMRA fluorescence | inhibition, % at 20 µM | 330,000 compounds, 0.28% hits;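 active means inhibition of at least 40% at 20 µM, with no more than 30% in the related APOBEC3A deaminase screen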;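 further: plate controls were DMSO wells with A3G for no effect and wells lacking A3G enzyme for full effect; some compounds called inactive have numbers as strong as hits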
APOBEC3A inh: blocks human APOBEC3A ssDNA deamination | P31941 | AID 493011 | inhibition, % at 20 µM | recombinant A3A, FAM/TAMRA ssDNA deamination fluorescence | 330,000 compounds, 0.41% hits;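 active means at least 40% inhibition at 20 µM here, with at most 30% in a related deaminase screen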;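 further: plate controls were A3A with DMSO for no effect and wells lacking A3A enzyme for full effect; some results filed as inactive read as strong as hits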
mIAP act: increases mouse intestinal alkaline phosphatase activity. activation factor at 10 µM. muIAP, CDP-Star luminescence, 30 min; stronger effect = higher value; 1 = vehicle-only enzyme signal, 0 = enzyme-free wells. 330,000 compounds, 0.24% hits;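 active means activation factor of at least 2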; further: the source names both 10 and 20 µM as test concentration; values of inactives mirror those of a sister screen read the other way
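System: mouse IAP enzyme. Reagent: CDP-Star chemiluminescent phosphatase substrate. Benchmarks: DMSO wells, no-enzyme wells. Times: 30 min enzyme-substrate-compound incubation at room temperature. Detection: luminescence from enzymatic CDP-Star hydrolysis. Doses: test compounds delivered from DMSO solution.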
An asterisk follows results filed as active; / = no result given.

Each structure is followed by: MPTP block	MIN6 prolif	mIAP block	ATG4B inh	hIAP inh	hIAP activ	APOBEC3G inh	APOBEC3A inh	mIAP act
- C=CCOCC(O)CS(=O)(=O)Cc1ccc(Cl)cc1 (centres undefined)
  0.4	-3	11	3	-6	1.1	-6	-1	0.89
- CCOc1cc(/C=N/O)ccc1OCC(=O)Nc1cccc(C)c1
  -0.2	-1	-11	-8	-8	1.1	-3	2	1.1
- COc1ccccc1N=Nc1ccc(N)c(C)c1
  1.1	2	10	6	24	0.76	-3	1	0.9
- COc1ccc(-c2nnc(SC(C)C(=O)Nc3c(C)n(C)n(-c4ccccc4)c3=O)o2)cc1 (centres undefined)
  2.0	-2	6	-16	2	0.98	-3	3	0.94
- CCOC(=O)c1cccc(NC(=O)C2CCN(S(=O)(=O)c3cccs3)CC2)c1
  -0.2	-3	-25	-9	12	0.88	-3	-2	1.2
- COc1ccc(CN(C)C(=O)c2ccccc2OCc2c(C)noc2C)c(OC)c1
  0.0	-3	6	0	7	0.93	1	0	0.94
- CCC(Sc1nc2cc(OC)c(OC)cc2c(=O)n1Cc1ccc(OC)cc1)C(=O)NCCOC (centres undefined)
  -1.0	1	-9	-1	1	0.99	-9	2	1.1
- CCN(c1c(C)n(C)n(-c2ccccc2)c1=O)S(C)(=O)=O
  -2.1	1	0	-6	6	0.94	-2	-1	1
- NS(=O)(=O)c1ccc(N/N=C2/CCCc3ccccc32)c([N+](=O)[O-])c1
  5.1	-4	17	-4	6	0.94	2	5	0.83
- CC(NC(=O)COC(=O)COc1ccc(Cl)cc1)c1ccccc1 (centres undefined)
  -0.5	1	3	-5	-10	1.1	13	1	0.97
- CCOc1cccc(C(=O)Nc2ccc(N(CC)CC)cc2)c1
  0.7	-4	9	-16	-6	1.1	-4	-4	0.91
- COc1ccc(O)c(-c2cc(-c3cccc(Br)c3)n[nH]2)c1
  3.3	-7	-3	4	-70	1.7	-1	-3	1
- COCCSc1nnc(NC(=O)CS(=O)(=O)c2ccc(C)cc2)s1
  -1.0	-1	2	4	-2	1	-6	-1	0.98
- CCOC(=O)N1CCN(Cc2cccs2)CC1
  1.5	-4	8	-12	12	0.88	-5	-1	0.92
- CC(C)c1ccc(NC(=O)Cn2nnc(C(=O)NCc3ccc4c(c3)OCO4)c2N)cc1
  1.1	7	4	-9	8	0.92	-7	-2	0.96

Some entries already given, reduced to MPTP block and ATG4B inh.
mol,MPTP block,ATG4B inh
COc1ccc(O)c(-c2cc(-c3cccc(Br)c3)n[nH]2)c1,3.3,4
COc1ccc(CN(C)C(=O)c2ccccc2OCc2c(C)noc2C)c(OC)c1,0.0,0
CCOC(=O)c1cccc(NC(=O)C2CCN(S(=O)(=O)c3cccs3)CC2)c1,-0.2,-9
CCOc1cccc(C(=O)Nc2ccc(N(CC)CC)cc2)c1,0.7,-16
NS(=O)(=O)c1ccc(N/N=C2/CCCc3ccccc32)c([N+](=O)[O-])c1,5.1,-4

(next part)
Each structure is followed by: MPTP block	MIN6 prolif	mIAP block	ATG4B inh	hIAP inh	hIAP activ	APOBEC3G inh	APOBEC3A inh	mIAP act
- CN(C)CCCN(C(=O)CCc1ccccc1)c1nc2ccc(F)cc2s1
  2.2	0	1	6	13	0.87	0	-2	0.99
- O=C(c1ccc([N+](=O)[O-])cc1)N1CCSC1c1ccc(Cl)cc1 (centres undefined)
  2.6	-2	8	-4	16	0.84	-5	-2	0.92
- CCc1nn(-c2ccccc2)c(=S)c2ccccc12
  0.4	2	3	1	-12	1.1	-4	0	0.97
- CCCOc1ccc(/C=N/n2nnnc2N)cc1OC
  -0.1	1	-1	-7	4	0.96	-10	-2	1
- Cc1ccc(OCCNC(=O)CNC(=O)c2ccccc2Cl)cc1
  -2.4	2	-8	-7	0	1	-4	0	1.1
- Cc1cccc(CC(C)NC(=O)CCc2nnc(CCCCc3ccccc3)o2)n1 (centres undefined)
  1.0	0	9	-5	13	0.87	-1	0	0.91
- COc1ccc(CC(=O)NNc2ncnc3c2cnn3Cc2ccccc2)cc1OC
  1.5	0	-4	-6	-75	1.8	19	1	1
- CCOc1ccc(NC(=O)Cn2ncc3ccccc32)cc1
  0.1	3	5	0	-4	1	-5	-1	0.95
- Cc1ccc(C)c(Nc2cc(C)nc(-c3ccccc3O)n2)c1
  0.1	-6	-3	13	3	0.97	2	-1	1
- CCOC(=O)CSc1n[nH]c(=O)n1CCc1ccccc1
  0.0	0	2	-3	-17	1.2	1	-1	0.98
- CCCNS(=O)(=O)c1cccc(C(=O)NC2CCCc3ccccc32)c1 (centres undefined)
  4.7	-2	-3	2	8	0.92	-5	0	1
- CC(=O)N1CCC(C(=O)N2CCN(S(=O)(=O)c3ccc(F)cc3)CC2)CC1
  1.0	1	4	-11	-6	1.1	0	0	0.96
- O=C(OCc1ccccc1F)c1cnc(Cl)c(Cl)c1
  -1.1	-1	3	3	5	0.95	-13	0	0.97
- COc1cc(C(=S)N2CCOCC2)ccc1OC(=O)c1cccc(C)c1
  0.2	0	4	-9	11	0.89	1	-7	0.96
- CN(Cc1nc2ccccc2[nH]1)Cc1nc(CC2CC2)no1
  2.5	-2	6	-8	-10	1.1	3	6	0.94
- O=C(NN=C1CCCCCC1)c1cc2ccccc2cc1O
  -0.1	-3	4	-4	14	0.86	4	-1	0.96
- O=C(NC1CC1)C1=C[C@H](c2ccccc2)C[C@H](OCc2ccc(CO)cc2)O1
  -0.4	4	2	8	-3	1	-11	-3	0.98
- CC(=O)Nc1ccc(NS(=O)(=O)c2cccc3nonc23)cc1
  -1.1	0	-5	-7	9	0.91	18	3	1.1
- C=CCNC(=O)c1cc2sccc2n1C
  -0.5	-2	-15	2	-9	1.1	-4	-3	1.1
- O=C(Nc1ccc(N2CCOCC2)cc1)c1ccc(Cl)c(S(=O)(=O)N2CCCCC2)c1
  4.2	-2	-2	11	4	0.96	-5	2	1
- Clc1ccc(OCc2noc(-c3ccsc3)n2)c(Cl)c1
  1.1	0	14	8	-2	1	-8	-4	0.86
- Cc1ccc(S(=O)(=O)N2CCOCC2)cc1NC(=O)COc1ccc(-c2nnco2)cc1
  -0.3	-3	-1	-8	-7	1.1	-3	3	1
- COc1cc2ncnc(NCc3cc(F)ccc3F)c2cc1OC
  -0.3	1	1	-3	-6	1.1	-7	-2	0.99
- Cc1ccc(N=Cc2ccc(N(C)C)cc2)cc1C
  0.5	-3	12	-8	15	0.85	1	4	0.88
- CC1CCN(CCCNC(=O)c2cn(C)c3ccc(S(=O)(=O)N4CCCC4)cc3c2=O)CC1
  0.0	-2	0	5	-12	1.1	-4	4	1
- COc1cc(-c2noc(C)c2C(=O)NCCc2ccccc2)cc(OC)c1OC
  0.4	-3	-11	-1	-4	1	-5	-1	1.1
- CN(C)S(=O)(=O)c1cccc(NC(=O)COc2ccc(S(=O)(=O)N3CCOCC3)cc2Cl)c1
  -0.3	-2	-16	-21	5	0.95	1	0	1.2
- COc1ccccc1/C=N/OCc1ccc(C#N)cc1
  -0.1	1	-5	-2	-17	1.2	-10	-6	1.1
- Cc1ccc(CSCc2ccc(C(=O)NC3CCCC3)o2)cc1
  0.2	-2	0	-7	0	1	-5	-1	1
- Cc1ccc[n+](CC(=O)Nc2ccc(C)c(C)c2)c1
  0.4	-2	0	11	7	0.93	-6	-6	1

Reprinted at random: two compounds from above.
Each structure is followed by: MPTP block	MIN6 prolif	mIAP block	ATG4B inh	hIAP inh	hIAP activ	APOBEC3G inh	APOBEC3A inh	mIAP act
- Clc1ccc(OCc2noc(-c3ccsc3)n2)c(Cl)c1
  1.1	0	14	8	-2	1	-8	-4	0.86
- CC1CCN(CCCNC(=O)c2cn(C)c3ccc(S(=O)(=O)N4CCCC4)cc3c2=O)CC1
  0.0	-2	0	5	-12	1.1	-4	4	1

Later entries.
Each structure is followed by: MPTP block	MIN6 prolif	mIAP block	ATG4B inh	hIAP inh	hIAP activ	APOBEC3G inh	APOBEC3A inh	mIAP act
- CCOC(=O)C1CCN(C(=O)c2cc(S(=O)(=O)N(C)C)ccc2N2CCCC2)CC1
  1.3	-1	-13	-2	9	0.91	4	4	1.1
- O=S(=O)(NCCc1ccc(Cl)cc1)c1cccs1
  -0.4	-5	-18	-2	10	0.91	18	7	1.2
- O=C(Nc1ccc2c(c1)OCO2)c1cccc2c1C(=O)N(C1CCCCC1)C2
  -0.6	-3	0	4	3	0.97	-2	4	1
- O=C(Cn1nc(-c2ccccc2)c2ccccc2c1=O)Nc1ccc2c(c1)nc1n2CCOC1
  0.5	2	6	-29	-2	1	0	2	0.94
- CCN(CC)S(=O)(=O)c1ccc(/C=C/C(=O)OCC(=O)c2c(N)n(C)c(=O)n(C)c2=O)cc1
  -3.2	-2	11	-11	15	0.85	-3	2	0.89
- Cc1ccc(NC(=O)CSCc2cc(=O)n3ccsc3n2)c(C)c1
  1.6	-1	3	0	-15	1.1	-3	-2	0.97
- O=C1OC(/C=C/c2ccccc2)=NC/1=C\c1cccnc1
  3.6	1	1	3	-1	1	-7	6	0.99
- COc1cc2c(cc1NC(=O)C(C)OC(=O)c1ccc(S(=O)(=O)Nc3ccccc3Cl)cc1)oc1ccccc12 (centres undefined)
  9.8	-3	9	7	14	0.85	-10	-2	0.91
- CC1Cc2cc(S(=O)(=O)CCC(=O)NCc3ccco3)ccc2N1C(=O)C1CC1 (centres undefined)
  -1.3	-4	-5	-9	6	0.94	0	2	1
- Cc1cccc(Sc2nc(-c3ccccc3)ccc2C#N)c1
  2.5	-3	8	-2	5	0.95	-3	-2	0.92
- COc1cccc(C(C(=O)NC2CCCC2)N(C(=O)c2ccco2)c2ccc(C(C)=O)cc2)c1OC (centres undefined)
  -1.6	-1	-12	0	6	0.94	-11	0	1.1
- CC1CCc2sc(C(=O)N(C)CC(=O)Nc3ccc(N4CCOCC4)cc3)cc2C1 (centres undefined)
  1.0	-2	6	-12	-7	1.1	-4	10	0.94
- Cc1nn(C)cc1C(N)=O
  -1.7	0	-4	0	9	0.91	4	2	1
- C[C@]12c3[nH]c4cc(-c5ccco5)ccc4c3CCN1C(=O)[C@@H](CC(=O)NCc1cccc(C(F)(F)F)c1)C[C@@H]2C(=O)N1CCCCC1
  -1.3	/	-17	7	/	/	3	0	1.2
- Nc1nc2c(Cl)cc(Cl)cc2s1
  -3.0	2	-8	-4	-17	1.2	-6	-2	1.1
- COc1ccc(S(=O)(=O)N(C)CC(=O)NCCC2=CCCCC2)cc1
  -1.9	-2	-1	-11	14	0.86	-5	1	1
- CC(C)NS(=O)(=O)c1ccc(Oc2ncc(C(F)(F)F)cc2Cl)cc1
  1.2	-3	-11	-9	3	0.97	1	1	1.1

Sorted by number of heavy atoms (largest number first): 3 of the compounds above.
Each structure is followed by: MPTP block	MIN6 prolif	mIAP block	ATG4B inh	hIAP inh	hIAP activ	APOBEC3G inh	APOBEC3A inh	mIAP act
- CC(C)NS(=O)(=O)c1ccc(Oc2ncc(C(F)(F)F)cc2Cl)cc1
  1.2	-3	-11	-9	3	0.97	1	1	1.1
- O=C1OC(/C=C/c2ccccc2)=NC/1=C\c1cccnc1
  3.6	1	1	3	-1	1	-7	6	0.99
- Nc1nc2c(Cl)cc(Cl)cc2s1
  -3.0	2	-8	-4	-17	1.2	-6	-2	1.1
